ANO1 block – TMEM16A chloride channel inhibitors, primary screen, cell-based, HTS; Anoctamin-1 (Mus musculus), Q8BHY3; 1.2% of 310,000 active; HEK293 TMEM16A/YFP iodide influx fluorescence, ionomycin; normalized B-score (activity score, 25-100; higher = stronger inhibition) at 10 µM; AID 588511, 2011;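 active means ratio plate-corrected score three or more library SD toward inhibition, starting fluorescence score within five deviations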;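 further: score derived from kinetic fluorescence span divided by baseline fluorescence per well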
MrgX1 allo act – positive allosteric modulators of MrgX1, primary screen, HEK293 cells, Fluo-4 calcium flux. Mas-related G-protein coupled receptor member X1 (Homo sapiens), Q96LB2. FDSS; hits give high values. B-score at 10 µM. 0.63% of 310,000 active;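 active means plate-corrected calcium response at least 3 library SD above typical, normal starting fluorescence, not activating the receptor alone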;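 further: compound read alongside a low EC10 to EC30 dose of BAM8-22 agonist; peak minus trough fluorescence over baseline measured at the second addition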
RGS4 act – RGS4 potentiators or activators, primary screen, cell-based, HEK293 M3R inducible RGS4, calcium flux | carbachol calcium flux Fluo4; hits give low values | B-score at 10 µM | 0.92% of 310,000 active | AID 463111, 2010;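 active means B-score of the integrated calcium signal more than 4 SD below the library mean, with starting fluorescence not abnormally high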;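 further: negative B-score means reduced calcium response which marks RGS4 activation or potentiation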
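System – HEK293 FlpIn-TREx cells, stable M3R, doxycycline-inducible RGS4 · Reagent – ECmax carbachol challenge · Times – compound preincubation 20 min at room temperature before agonist · Technique – Fluo4 fluorescence kinetic imaging of calcium · Measure – B score of integrated Fluo4 ratio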
KCNK3 block – human KCNK3 channel inhibitors, primary screen, CHO cells, FluxOR thallium flux, B-score; B-score at 10 µM; 0.84% of 340,000 active; Potassium channel subfamily K member 3 (Homo sapiens), O14649; AID 602410, 2012; FluxOR fluorescence; hits give low values;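 active means B-score under library mean minus 4 SD, starting fluorescence ratio at most library mean plus 5 SD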;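 further: more negative B-score means stronger inhibition of thallium flux through KCNK3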
hERG rescue – hERG rescue from dofetilide block, primary screen, cell-based, CHO-hERG, FluxOR thallium flux, dofetilide IC70; Voltage-gated inwardly rectifying potassium channel KCNH2 (Homo sapiens), Q12809; dofetilide IC70 present; activation (rescue from dofetilide block), less the hit threshold, % at 10 µM; 0.51% of 310,000 active; AID 1511, 2009;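 active means activation above the mean of controls blocked by dofetilide plus 5 SD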;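 further: thallium influx through hERG after potassium depolarization seen as dye fluorescence rise; in these data hits start at about 4.7%; inactives centre near -7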
Target sequence (Q12809 whole entry, looked up): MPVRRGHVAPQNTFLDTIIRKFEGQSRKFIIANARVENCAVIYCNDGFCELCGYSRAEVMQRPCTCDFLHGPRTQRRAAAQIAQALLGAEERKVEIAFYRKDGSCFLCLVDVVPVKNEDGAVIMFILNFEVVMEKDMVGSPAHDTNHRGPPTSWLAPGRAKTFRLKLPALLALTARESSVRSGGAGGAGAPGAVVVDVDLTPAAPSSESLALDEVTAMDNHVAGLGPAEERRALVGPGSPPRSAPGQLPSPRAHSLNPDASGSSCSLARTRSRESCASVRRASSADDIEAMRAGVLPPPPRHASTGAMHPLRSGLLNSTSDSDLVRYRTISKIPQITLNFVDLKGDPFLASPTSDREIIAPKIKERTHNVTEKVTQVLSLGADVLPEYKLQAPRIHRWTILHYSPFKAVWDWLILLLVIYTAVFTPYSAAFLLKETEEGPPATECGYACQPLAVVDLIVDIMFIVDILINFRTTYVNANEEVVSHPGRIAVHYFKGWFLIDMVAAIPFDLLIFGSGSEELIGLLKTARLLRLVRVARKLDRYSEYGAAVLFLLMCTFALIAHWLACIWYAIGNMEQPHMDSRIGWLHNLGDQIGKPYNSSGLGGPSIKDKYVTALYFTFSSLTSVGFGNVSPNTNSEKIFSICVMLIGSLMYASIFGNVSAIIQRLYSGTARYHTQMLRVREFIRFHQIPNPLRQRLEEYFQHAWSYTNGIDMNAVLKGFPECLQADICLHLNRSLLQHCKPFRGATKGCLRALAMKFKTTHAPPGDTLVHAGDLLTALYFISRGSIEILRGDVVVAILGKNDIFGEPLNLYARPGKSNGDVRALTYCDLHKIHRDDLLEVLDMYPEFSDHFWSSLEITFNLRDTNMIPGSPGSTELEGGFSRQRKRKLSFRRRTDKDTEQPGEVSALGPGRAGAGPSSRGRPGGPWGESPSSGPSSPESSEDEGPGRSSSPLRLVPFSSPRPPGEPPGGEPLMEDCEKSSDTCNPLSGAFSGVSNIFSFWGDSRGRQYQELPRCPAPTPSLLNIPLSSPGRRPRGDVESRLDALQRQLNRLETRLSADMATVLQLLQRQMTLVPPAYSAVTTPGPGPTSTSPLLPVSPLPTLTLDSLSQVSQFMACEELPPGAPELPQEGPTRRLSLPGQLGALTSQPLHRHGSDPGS
KCNK9 block – KCNK9 potassium channel inhibitors, primary screen, HEK293 cells, thallium flux; Potassium channel subfamily K member 9 (Homo sapiens), Q9NPC2; FluxOR thallium flux fluorescence; hits give low values; B-score at 10 µM; 1.2% of 310,000 active;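 active means ratio B-score over 3 SD below the library mean, with starting fluorescence within 5 SD of its mean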;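 further: negative B-score means less thallium flux so channel inhibition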
KCNQ1 block – inhibitors of human KCNQ1 channel, primary screen, cell-based, thallium flux, high-throughput; Potassium voltage-gated channel subfamily KQT member 1 (Homo sapiens), P51787; CHO-K1 KCNQ1, FluxOR thallium flux fluorescence; hits give high values; B-score at 10 µM; 1.3% of 310,000 active; AID 2642, 2010;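 active means compounds whose thallium flux B-score, printed positive for inhibition, exceeds three library SD while starting fluorescence stays within three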;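 further: channel opened by potassium depolarization with thallium stimulus after 20 min compound exposure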
MrgX1 ag – agonists of human MrgX1 receptor, primary screen, HEK293 cells, Fluo-4 calcium flux | Mas-related G-protein coupled receptor member X1 (Homo sapiens), Q96LB2 | 0.44% of 310,000 active | Fluo-4 calcium fluorescence, agonist mode; hits give high values | AID 588627, 2011 | B-score at 10 µM;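 active means calcium response B-score plate-corrected fluorescence ratio at least 3 library SD, with starting fluorescence B-score inside 5 SD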
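Material: MrgX1-expressing HEK293 cells; input: 15,000 cells per well; doses: test compound given as first of three sequential additions; schedule: overnight plating before 1 h dye loading; technique: Fluo-4 NW calcium-flux fluorescence, kinetic read; evaluation: baseline-normalised fluorescence change ratio, B-scored; control set: plate-wise positive and negative controls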
RGS4 block – RGS4 inhibitors, primary screen, cell-based, HEK293 M3R inducible RGS4, calcium flux | Regulator of G-protein signaling 4 (Homo sapiens), P49798 | Fluo-4 calcium flux; hits give high values; triggered by carbachol at its EC20 | B-score at 10 µM | 0.45% of 310,000 active;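 active means B-score, a plate-corrected calcium signal, over three deviations above library mean, with baseline fluorescence within five deviations of library mean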;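 further: RGS4 expression induced by doxycycline in cells with stable M3 receptor; B-score is computed from the integrated fluorescence ratio over baseline after carbachol; higher B-score means a larger calcium signal and so more RGS4 inhibition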
KCNQ1 act – potentiators or activators of KCNQ1 channel, primary screen, cell-based, thallium flux, high-throughput; Potassium voltage-gated channel subfamily KQT member 1 (Homo sapiens), P51787; CHO-K1 KCNQ1, thallium flux FluxOR fluorescence; hits give high values; B-score at 10 µM; 0.35% of 310,000 active; AID 2648, 2010;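 active means fluorescence ratio B-score, a plate-corrected score, at least three library SD, with initial intensity B-score within 5 SD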
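Assay system: CHO-K1 cells stably expressing KCNQ1; Medium: assay buffer with matched DMSO; Also added: K+/Tl+ depolarizing stimulus; Dosing: single dose; Timing: dye 90 min, compound 20 min, room temperature; Measured by: kinetic FluxOR thallium fluorescence, 10-s 1-Hz baseline, 110-s post-stimulus read; Read-out: peak-minus-minimum fluorescence over initial fluorescence, negative-control normalized, B-scored.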
ANO1 activ – TMEM16A chloride channel activators or potentiators, primary screen, cell-based, HTS; 0.3% of 340,000 active; B-score at 10 µM; AID 623877, 2012; HEK293 TMEM16A/YFP-H148Q/I152L, iodide quench fluorescence; hits give low values;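 active means fluorescence-ratio B-score plate-corrected deviation score at least 3 library SD below zero, with starting fluorescence score within 5 deviations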;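 further: channel opened by trigger with iodide after compound preincubation; score built on the fluorescence ratio of max minus min over baseline; more negative score means more quench and so TMEM16A activation or potentiation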
Active calls of the source: *. Compounds as they come. Share with any hit: about 6.3%.

`Nc1nc(NC(=O)/C=C/c2ccc(F)cc2)nn1-c1ccccc1` gave ANO1 block inactive, MrgX1 allo act inactive, RGS4 act inactive, KCNK3 block inactive, hERG rescue -6, KCNK9 block inactive, KCNQ1 block inactive, MrgX1 ag inactive, RGS4 block inactive, KCNQ1 act inactive and ANO1 activ inactive.
CCOc1ccc(NC(=O)Nc2cc(C)ccc2F)cc1 was read as ANO1 block inactive, MrgX1 allo act inactive, RGS4 act inactive, KCNK3 block inactive, hERG rescue -15, KCNK9 block inactive, KCNQ1 block inactive, MrgX1 ag inactive, RGS4 block inactive, KCNQ1 act inactive and ANO1 activ inactive.
`CC(c1ccco1)N(C(=O)C12CC3CC(CC(C)(C3)C1)C2)c1ccccn1` (stereo not drawn) gave ANO1 block inactive, MrgX1 allo act inactive, RGS4 act inactive, KCNK3 block inactive, hERG rescue -10, KCNK9 block inactive, KCNQ1 block inactive, MrgX1 ag inactive, RGS4 block inactive, KCNQ1 act inactive and ANO1 activ inactive.
COC(=O)COc1ccc(C(=O)OC)cc1 was read as ANO1 block inactive, MrgX1 allo act inactive, RGS4 act inactive, KCNK3 block inactive, hERG rescue -11, KCNK9 block inactive, KCNQ1 block inactive, MrgX1 ag inactive, RGS4 block inactive, KCNQ1 act inactive and ANO1 activ inactive.
For CCCCOc1ccc(-c2nc(-c3cccnc3)no2)cc1 the results were ANO1 block inactive, MrgX1 allo act inactive, RGS4 act inactive, KCNK3 block inactive, hERG rescue -9, KCNK9 block inactive, KCNQ1 block inactive, MrgX1 ag inactive, RGS4 block inactive, KCNQ1 act inactive and ANO1 activ inactive.
For O=C(C1CCOCC1)N1CCCC(N2CCN(c3ccc(F)cc3)CC2)C1 (stereo not drawn) the results were ANO1 block inactive, MrgX1 allo act inactive, RGS4 act inactive, KCNK3 block inactive, hERG rescue -9, KCNK9 block inactive, KCNQ1 block inactive, MrgX1 ag inactive, RGS4 block inactive, KCNQ1 act inactive and ANO1 activ inactive.
For CSc1nc(C=Nc2ccccc2Cl)c(O)n1Cc1cccc(Cl)c1 the results were ANO1 block inactive, MrgX1 allo act inactive, RGS4 act inactive, KCNK3 block inactive, hERG rescue -4, KCNK9 block inactive, KCNQ1 block inactive, MrgX1 ag inactive, RGS4 block inactive, KCNQ1 act inactive and ANO1 activ inactive.
Screening O=S(=O)(Cc1nnnn1-c1ccccc1)c1ccc(Cl)cc1 returned ANO1 block inactive, MrgX1 allo act inactive, RGS4 act inactive, KCNK3 block inactive, hERG rescue -6, KCNK9 block inactive, KCNQ1 block inactive, MrgX1 ag inactive, RGS4 block inactive, KCNQ1 act inactive and ANO1 activ inactive.
`CCN(C(=O)COC(=O)c1cc2ccccc2cc1O)C1CCS(=O)(=O)C1` (stereo not drawn) gave ANO1 block inactive, MrgX1 allo act inactive, RGS4 act inactive, KCNK3 block inactive, hERG rescue 2, KCNK9 block inactive, KCNQ1 block inactive, MrgX1 ag inactive, RGS4 block inactive, KCNQ1 act inactive and ANO1 activ inactive.
Cc1ccc(Cn2c(O)c(N=NC(=S)Nc3ccccc3F)c3cc(S(=O)(=O)N4CCOCC4)ccc32)cc1 was read as RGS4 act inactive, KCNK3 block inactive, hERG rescue 5.7*, KCNK9 block inactive, KCNQ1 block inactive, RGS4 block inactive, KCNQ1 act inactive and ANO1 activ inactive.
`CN1CCN(C(=O)C2=C[C@@H](c3ccc(Br)cc3)C[C@@H](OCc3ccc(CO)cc3)O2)CC1` gave ANO1 block inactive, MrgX1 allo act inactive, RGS4 act inactive, KCNK3 block inactive, hERG rescue -10, KCNK9 block inactive, KCNQ1 block inactive, MrgX1 ag inactive, RGS4 block inactive, KCNQ1 act inactive and ANO1 activ inactive.
For COc1ccc(C(=O)NCc2cccnc2)cc1S(=O)(=O)N1CCOCC1 the results were ANO1 block inactive, MrgX1 allo act inactive, RGS4 act inactive, KCNK3 block inactive, hERG rescue -12, KCNK9 block inactive, KCNQ1 block inactive, MrgX1 ag inactive, RGS4 block inactive, KCNQ1 act inactive and ANO1 activ inactive.
Screening O=C(Cn1c(=S)[nH]c2ccccc21)c1ccccc1 returned ANO1 block inactive, MrgX1 allo act inactive, RGS4 act inactive, KCNK3 block inactive, hERG rescue -3, KCNK9 block inactive, KCNQ1 block inactive, MrgX1 ag inactive, RGS4 block inactive, KCNQ1 act inactive and ANO1 activ inactive.
Screening O=C(NCCNCCO)C1(C(F)(F)F)C/C(=C\CCO)CCCO1 (stereo not drawn) returned ANO1 block inactive, MrgX1 allo act inactive, RGS4 act inactive, KCNK3 block inactive, hERG rescue -7, KCNK9 block inactive, KCNQ1 block inactive, MrgX1 ag inactive, RGS4 block inactive, KCNQ1 act inactive and ANO1 activ inactive.
`CCOc1ccc(C(=O)NCCN2CCOCC2)cc1` gave ANO1 block inactive, MrgX1 allo act inactive, RGS4 act inactive, KCNK3 block inactive, hERG rescue 0, KCNK9 block inactive, KCNQ1 block inactive, MrgX1 ag inactive, RGS4 block inactive, KCNQ1 act inactive and ANO1 activ inactive.
O=C(O)c1c[nH]c2ccc(S(=O)(=O)N3CCN(c4ccc(F)cc4)CC3)cc2c1=O was read as ANO1 block inactive, MrgX1 allo act inactive, RGS4 act inactive, KCNK3 block inactive, hERG rescue -7, KCNK9 block inactive, KCNQ1 block inactive, MrgX1 ag inactive, RGS4 block inactive, KCNQ1 act inactive and ANO1 activ inactive.
O=c1[nH]c2ccc(Br)cc2c(-c2ccccc2)c1N1CCOCC1 was read as ANO1 block inactive, MrgX1 allo act inactive, RGS4 act inactive, KCNK3 block inactive, hERG rescue -4, KCNK9 block inactive, KCNQ1 block inactive, MrgX1 ag inactive, RGS4 block inactive, KCNQ1 act inactive and ANO1 activ inactive.
For Cc1ccc(N2C(=O)c3oc4ccccc4c(=O)c3C2c2cccc(O)c2)nc1 (stereo not drawn) the results were ANO1 block inactive, MrgX1 allo act inactive, RGS4 act inactive, KCNK3 block inactive, hERG rescue -9, KCNK9 block inactive, KCNQ1 block inactive, MrgX1 ag inactive, RGS4 block inactive, KCNQ1 act inactive and ANO1 activ inactive.
For Cc1ccc(OCCCNC2CCCC2)cc1 the results were ANO1 block inactive, MrgX1 allo act inactive, RGS4 act inactive, KCNK3 block inactive, hERG rescue -9, KCNK9 block inactive, KCNQ1 block inactive, MrgX1 ag inactive, RGS4 block inactive, KCNQ1 act inactive and ANO1 activ inactive.
Screening CC1CCN(CCNC(=O)c2ccc3c(=O)n(Cc4ccc(Cl)cc4)c(=S)[nH]c3c2)CC1 returned ANO1 block inactive, MrgX1 allo act inactive, RGS4 act inactive, KCNK3 block inactive, hERG rescue -19, KCNK9 block inactive, KCNQ1 block inactive, MrgX1 ag inactive, RGS4 block inactive, KCNQ1 act inactive and ANO1 activ inactive.
For CC(C)(C)c1ccc(S(=O)(=O)NCC2CCCO2)cc1 (stereo not drawn) the results were ANO1 block inactive, MrgX1 allo act inactive, RGS4 act inactive, KCNK3 block inactive, hERG rescue -5, KCNK9 block inactive, KCNQ1 block inactive, MrgX1 ag inactive, RGS4 block inactive, KCNQ1 act inactive and ANO1 activ inactive.
Screening c1cncc(-c2nnc(SCc3nc4ccccc4[nH]3)o2)c1 returned ANO1 block inactive, MrgX1 allo act inactive, RGS4 act inactive, KCNK3 block inactive, hERG rescue -6, KCNK9 block inactive, KCNQ1 block inactive, MrgX1 ag inactive, RGS4 block inactive, KCNQ1 act inactive and ANO1 activ inactive.
`COCC(=O)N1CCC(Oc2ccc(C(=O)N3CCSCC3)cc2)CC1` gave ANO1 block inactive, MrgX1 allo act inactive, RGS4 act inactive, KCNK3 block inactive, hERG rescue -8, KCNK9 block inactive, KCNQ1 block inactive, MrgX1 ag inactive, RGS4 block inactive, KCNQ1 act inactive and ANO1 activ inactive.
`Cc1ccc(CNC(=O)CCNC(=O)Cn2ccc3ccccc3c2=O)cc1` gave ANO1 block inactive, MrgX1 allo act inactive, RGS4 act inactive, KCNK3 block inactive, hERG rescue -14, KCNK9 block inactive, KCNQ1 block inactive, MrgX1 ag inactive, RGS4 block inactive, KCNQ1 act inactive and ANO1 activ inactive.
Screening N#CCc1nc(-c2cc3ccccc3oc2=O)cs1 returned ANO1 block inactive, MrgX1 allo act inactive, RGS4 act inactive, KCNK3 block inactive, hERG rescue -4, KCNK9 block inactive, KCNQ1 block inactive, MrgX1 ag inactive, RGS4 block inactive, KCNQ1 act inactive and ANO1 activ inactive.
C/C(CC(=O)Nc1cccnc1)=N\NC(=O)C(=O)NC(C)C was read as ANO1 block inactive, MrgX1 allo act inactive, RGS4 act inactive, KCNK3 block inactive, hERG rescue -8, KCNK9 block inactive, KCNQ1 block inactive, MrgX1 ag inactive, RGS4 block inactive, KCNQ1 act inactive and ANO1 activ inactive.
CCCC1=C(C(=O)OCC)C(c2ccc(OC)c(C)c2OC)C(C#N)=C(N)O1 (stereo not drawn) was read as ANO1 block inactive, MrgX1 allo act inactive, RGS4 act inactive, KCNK3 block inactive, hERG rescue -11, KCNK9 block inactive, KCNQ1 block inactive, MrgX1 ag inactive, RGS4 block inactive, KCNQ1 act inactive and ANO1 activ inactive.
